Screening data as filed in PubChem BioAssay.
HT1080-NT tox: qHTS for induction of synthetic lethality in tumor cells producing 2HG: qHTS for the HT-1080-NT fibrosarcoma cell line | HT-1080-NT fibrosarcoma viability, CellTiter-Glo ATP luminescence, 48 h | 360,000 tested, 1.6% active | Potency, µM (top dose mostly 46.1 µM), inactives show top-dose activity, negative = less viability, hits mostly cytotoxic;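 also: NT is the 2HG producing partner of a matched IDH1 knockdown line; potency is read from the fitted curve at half-maximal effect; 0% = DMSO-treated cells and -100% = media-only wells without cells; nearly all actives have a fitted effect of over 55% in size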
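Read-out is CellTiter-Glo luminescence after 10 minutes at room temperature, following 48 hours' compound treatment of HT-1080-NT cells (750 cells/well, RPMI, 5% FBS, 37 degrees C).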
HT1080 IDH1KD tx: qHTS for induction of synthetic lethality in tumor cells producing 2HG: qHTS for the HT-1080-IDH1KD cell line | AID 686971, 2013 | Potency, µM (doses to about 46.1 µM), without a hit: at the highest dose activity, negative = toxicity, most hits filed as cytotoxic | HT-1080 IDH1 knockdown viability, ATP luminescence, 48 h | 360,000 tested, 2% active;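 also: potency is read from the fitted curve at half-maximal effect; 0% = DMSO wells and -100% = cell-free medium wells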
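Viability of IDH1-knockdown HT-1080 fibrosarcoma cells was assessed by CellTiter-Glo after 48 h at 37 °C with titrated compound; concentration-effect curves were classified by fit quality and response size.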
IL-1B inflam inh: qHTS for Inhibitors of Inflammasome Signaling: IL-1-beta AlphaLISA Primary Screen | THP-1 LPS/ATP IL-1B secretion, AlphaLISA, 16 h; stronger effect = lower value | activity change, % at 57.5 µM | 360,000 tested, 4.7% active | AID 743279, 2014; in the data active = activity change below about -50%; inconclusive = mostly about -30% to -49%; also: % is scaled to controls: 0 for no effect and ±100 for the full control effect
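Secreted IL-1B measured by AlphaLISA bead assay after 16 h compound exposure of THP-1 cells; compounds (final up to 57.5 uM) added 1 h before LPS (250 ng/mL) and ATP (1.25 mM) stimulation; lower signal means less secretion.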
ATXN2 expr inh: Primary qHTS for Inhibitors of ATXN expression | 360,000 tested, 0.72% active | AID 1745845, 2022 | Potency, µM (series often up to 57 µM), inactives show at the top dose activity change, negative = inhibition, hits mostly inhibitors | HEK-293 ATXN2-luciferase reporter, luminescence, 24 h; also: potency is read from the fitted curve at half-maximal effect; % is scaled to controls: 0 for no effect and ±100 for the full control effect; nearly all actives have a fitted effect of over 55% in size
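qHTS (up to 57 uM final) was run with 24 h compound exposure of reporter cells at 37 °C. Each well was multiplexed: SteadyGlo luminescence measured ATXN2-luciferase expression after a fluorogenic Gly-Phe-AFC viability readout (25 uM final).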
SW480 rerep: A quantitative high throughput screen for small molecules that induce DNA re-replication in SW480 colon adenocarcinoma cells. SW480 DNA re-replication, Hoechst DNA content imaging, 48 h. AID 624297, 2012. 340,000 tested, 1.8% active. Potency, µM (top dose mostly 46.1 µM), for inactives: top-dose re-replication activation, actives largely listed as activators; also: potency is read from the fitted curve at half-maximal effect; % of control where 0% means no effect; nearly all actives have a fitted effect of over 55% in size
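Image-based DNA-content assay: after two days of treatment, nuclei were labelled with the DNA dye Hoechst and imaged, and hits were compounds raising the count of nuclei showing high fluorescence intensity.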
HepG2 tox: qHTS for Inhibitors of TGF-b: Cytotox Counterscreen; HepG2 CAGA-GFP viability, ATP luminescence, 18 h; Potency, µM (top dose mostly 46.1 µM), for the others: at the highest dose activity change, negative = cytotoxicity, hits mostly cytotoxic; 410,000 tested, 0.76% active; also: potency is read from the fitted curve at half-maximal effect; some results filed as inactive show a strong effect at the top dose
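HepG2 CAGA-GFP cells (1000/well, DMEM with 1% FBS) received compound, then TGF-beta at 500 pg/mL final, and were incubated 18 hours at 37 degrees C. Viability was read by CellTiter-Glo luminescence. Media-only wells were set as complete cell-killing and DMSO as no toxicity.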
MCF10A rereplic: A quantitative high throughput screen for small molecules that induce DNA re-replication in MCF 10a normal breast cells; MCF 10A DNA re-replication, Hoechst nuclear intensity, 48 h; Potency, µM (top dose mostly 46.1 µM), inactives show at the top dose activity, positive = re-replication, hits mostly activators; 350,000 tested, 2.9% active; AID 624296, 2012; also: potency is read from the fitted curve at half-maximal effect; % of control where 0% means no effect; nearly all actives have a fitted effect of over 50% in size
ATXN viability: Viability Counterscreen for Primary qHTS for Inhibitors of ATXN expression; Potency, µM (titrated, usually from 56.7 µM), most hits filed as cytotoxic; S2 cells (HEK-293 line with an ATXN2-luciferase reporter) viability, CellTiter-Fluor protease fluorescence, 24 h; 400,000 tested, 0.49% active; AID 651635, 2014; also: potency is read from the fitted curve at half-maximal effect; nearly all actives have a fitted effect of over 40% in size
KB-3-1 cytotox: qHTS assay for MDR1-selective chemotherapeutics: Primary screen using the parental adenocarcinoma cell KB-3-1; KB-3-1 viability, CellTiter-Glo ATP luminescence, 72 h; Potency, µM (top dose mostly 46.1 µM), inactives show top-dose activity change, negative = cytotoxic, actives largely listed as cytotoxic; 400,000 tested, 1.4% active; AID 1347075, 2019; also: potency is read from the fitted curve at half-maximal effect; % is scaled to controls: 0 for no effect and ±100 for the full control effect; nearly all actives have a fitted effect of over 60% in size
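KB-3-1 cells, DMEM (no phenol red) + 10% FBS; compound by pin transfer, 72 h, 37 °C. Readout: CellTiter-Glo luminescence after 10 min. Data normalized, curve-fitted.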
Starred values were filed as active, the others as inactive; i = inactive; ? = inconclusive; nt = not tested or not shown; [ ] = remark or other dose. Unless noted, calls follow the shape of the dose curve; as a rule, active = well fitted curve in the direction sought with a large enough effect; inconclusive = small, poorly fitted or top-dose-only effect, or another doubt; inactive = no such curve, though single readings can be large; an effect the other way counts as inactive or inconclusive.

SMILES	HT1080-NT tox	HT1080 IDH1KD tx	IL-1B inflam inh	ATXN2 expr inh	SW480 rerep	HepG2 tox	MCF10A rereplic	ATXN viability	KB-3-1 cytotox
Cc1ccc(OCC(=O)N/N=C/C=C/c2ccco2)c(Br)c1	-4%	?	0	-17%	16µM*	-8%	?	i	-2%
COc1cc(CN2CCCC(C)C2)ccc1OCc1ccccc1 (stereo unspecified)	-12%	-17%	-21	14%	3%	-12%	?	i	0%
Cc1ccc(-c2nnc(SCC(=O)N3c4ccccc4NC(=O)C3(C)C)n2N)cc1	11%	7%	18	2%	-3%	-5%	1%	i	6%
COc1cc(NC(=O)c2ccccc2)c(OC)cc1NC(=O)CN1CCN(c2ccccn2)CC1	-8%	1%	?	-18%	-2%	2%	16%	?	7%
COc1ccccc1NC(=O)NCCC1=CCCCC1	0%	0%	0	5%	-3%	-10%	19%	i	-8%
FC(F)(F)c1cccc(NC(=S)Nc2cccc(Cl)c2)c1	?	?	-15	?	0%	-52%	?	i	?
CC(C)c1ccc(NC(=O)C2Cc3c(-c4cccc(F)c4)ccnc3O2)cc1 (stereo unspecified)	?	?	-67*	-2%	nt	-21%	nt	?	?
COc1ccc2c(c1)C1(Nc3ccccc3-c3nc4ccccc4n31)C(=O)N2 (stereo unspecified)	-8%	-2%	-29	12%	0%	-13%	0%	?	18%
COC(=O)C1=C(C)NC(C)=C(C(=O)OC)C1c1ccc(-c2cccc(Cl)c2Cl)o1	-18%	-28%	?	-22%	14%	-15%	?	i	-16%
CC1CC(=NNC(=O)C2COc3ccccc3O2)CC(C)(C)C1 (stereo unspecified)	4%	1%	-5	nt	3%	-12%	-2%	nt	3%
COc1ccc(NCC(=O)n2c(C)c(C)c3ccccc32)cc1OC	-5%	1%	32	-17%	-10%	-13%	16%	i	-3%
Cc1ccc(C(=O)Nc2nnc(Cc3ccccc3)s2)cc1	1%	0%	4	2%	-9%	-4%	-4%	i	6%
CC1CCN(c2nc3ccc(C(=O)O)cc3s2)CC1	0%	-10%	11	2.2µM*	-166%[inhibitor]	5%	1%	i	-1%
CCOC(=O)c1[nH]c2ccccc2c1NC(=O)c1ccc(OCC)cc1	nt	nt	nt	-2%	nt	-3%	nt	i	7%
CCC1CCCCN1C(=O)CSc1nnc(-c2ccc3c(c2)OCCO3)o1 (stereo unspecified)	4%	5%	-9	-18%	-2%	-7%	10%	?	-6%
O=C(CN1C(=O)C2CC=CCC2C1=O)Nc1nnc(C2CC2)s1 (stereo unspecified)	-3%	-1%	54	3%	-9%	6%	-2%	i	2%
Cc1cc(NCC2CCCCC2)nc2ccccc12	?	7.3µM*	-100*	-13%	14%	-51%	26µM*	i	-19%
CCC(O)c1cc2c(cc1NC(=O)c1cccc(Br)c1)OCCO2 (stereo unspecified)	nt	nt	nt	-24%	nt	0%	nt	i	-7%
O=C(Nc1ccc(F)c(Cl)c1)c1ccc2c(c1)OCO2	5%	9%	-10	84%[activator]	-37%[inhibitor]	-22%	2%	i	-2%
CCOC(=O)Nc1cc(OCC)c(NC(=O)C2CC2)cc1OCC	7%	3%	28	2%	1%	2%	-2%	i	-12%
O=S(=O)(NCC(O)c1ccccc1)c1cc(Cl)sc1Cl (stereo unspecified)	-5%	-3%	?	-8%	0%	1%	-2%	i	-6%
O=C(NCc1ccc2c(c1)OCO2)C1CC(=O)N(CCc2ccc(F)cc2)C1 (stereo unspecified)	4%	21%	-2	31%	-5%	-48%	-15%	i	6%
CC(C)CC(=O)Nc1cc(C(F)(F)F)ccc1N1CCOCC1	0%	-1%	-12	5%	1%	-8%	6%	i	-2%
Cn1c(=O)[nH]c(=O)c2c1nc(N1CCCCCC1)n2CC(N)=O	-3%	9%	-4	1%	-4%[9.22 µM]	-11%	-8%	i	13%
CCCCCc1cc(=O)oc2c(C(CCN3CCN(c4ccccc4)CC3)c3ccc(N(C)C)cc3)c(OC)cc(OC)c12 (stereo unspecified)	-3%	-4%	-16	-9%	1%	-1%	3%	?	-26%
Carrying on:
SMILES	HT1080-NT tox	HT1080 IDH1KD tx	IL-1B inflam inh	ATXN2 expr inh	SW480 rerep	HepG2 tox	MCF10A rereplic	ATXN viability	KB-3-1 cytotox
NC(=O)CCn1c(C(=O)c2ccc(Cl)cc2)c2ccccc2[n+]1[O-]	0%	0%	38	5%	-9%	1%	8%	?	22%
c1ccc(OCCCn2nnc(-c3cccnc3)n2)cc1	4%	5%	-9	1%	?	-11%	?	i	-6%
C=C1CCN(c2ccc(C(=O)NCc3ccc(C)cc3)cc2[N+](=O)[O-])CC1	-4%	0%	-63*	10%	-1%	-12%	-4%	i	3%
CC1CCN(C(=O)CSc2nncn2-c2ccccn2)CC1	0%	1%	-23	nt	-13%	-12%	-2%	nt	-1%
C=CCN1C(=O)CN=C1Nc1cccc(C)c1	12%	8%	4	-1%	-9%	-9%	15%	i	20%
O=C(NCCS(=O)(=O)N1CCN(c2ccccc2)CC1)c1ccco1	2%	3%	-1	5%	0%	3%	3%	i	-2%
COc1ccc(-c2noc(CCC(N)=O)n2)cc1OC	-9%	-3%	-11	-2%	-1%	-3%	-1%	i	7%
O=C(NCCc1ccc(Cl)cc1Cl)C1=CC=CN2CCS(=O)(=O)N=C12	-1%	-2%	12	nt	-10%	5%	1%	i	3%
Cc1nc2cc3c(=O)n(C)cnc3cc2n1Cc1ccccc1	-5%	-1%	0	nt	nt	4%	nt	i	-6%
COc1ccc(NC(=O)CN2C(=O)C(=O)c3ccccc32)c(OC)c1	nt	nt	nt	-13%	nt	-30%	nt	i	?
CCCOc1ccccc1OCC(=O)Nc1ccc(S(=O)(=O)N2CCCCC2)cc1	-9%	0%	4	-9%	-1%	27%	0%	i	-3%
Cn1cnc(C(=O)NCc2ccc(CNC(=O)OC(C)(C)C)cc2)c1C(=O)NCc1ccc(CNC(=O)OC(C)(C)C)cc1	-16%	-19%	-3	-17%	0%	12%	-5%	?	-25%
O=C(NCc1nnc(SCC(=O)N2CCC(Cc3ccccc3)CC2)o1)c1ccco1	?	-1%	-92*	8%	-4%	-25%	1%	i	0%
CCCN1Cc2cccc(C(=O)Nc3ccc4c(c3)OCCO4)c2C1=O	19%	17%	8	3%	-2%	-8%	-4%	i	-1%
COc1ccccc1N1CCN(S(=O)(=O)c2ccc3c(c2)n(C)c(=O)n3C)CC1	0%	0%	-16	-18%	-18%	7%	-12%	i	19%
CCNC(=O)Cc1ccc(NC(=O)N2CCCCc3ccccc32)cc1	nt	nt	nt	3%	nt	17%	nt	i	0%
O=C(CN1C(=O)S/C(=C\c2ccc(Cl)cc2)C1=O)NC1C=CS(=O)(=O)C1 (stereo unspecified)	-1%	-9%	-69*	-12%	23µM*	-1%	?	i	0%
O=C(NCCc1ccccc1)c1oc2ccccc2c1COc1ccccc1	-15%	-9%	?	4%	?	19%	13%	i	?
CCCSc1nsc(NC(=O)C(c2ccccc2)c2ccccc2)n1	?	?	-9	?	?	6.3µM*	?	i	26µM*
COc1ccc(-c2csc3nc(-c4ccc(Cl)cc4)oc(=O)c23)cc1	nt	nt	nt	0%	nt	-2%	nt	i	16%
O=S(=O)(c1ccccc1F)N1CCN(Cc2nc3ccccc3[nH]2)CC1	4%	-17%	32	-16%	-5%	-10%	-6%	i	7%
CCc1ccccc1NC(=O)Cn1c(=O)n(CC(=O)NCCc2ccccc2)c(=O)c2ccccc21	nt	nt	nt	-7%	nt	-6%	nt	i	-5%
COc1ccc(CCNC(=O)COC(=O)c2ccco2)cc1OC	1%	4%	21	0%	-7%	-1%	5%	i	15%
C=CCCC(=O)N1CCC(n2nccc2NC(=O)CCCc2ccccc2)CC1	-9%	-6%	13	10%	-4%	-7%	1%	i	-8%
CC1CCN(S(=O)(=O)c2ccc(NC(=O)C3CCCCC3C(=O)O)cc2)CC1 (stereo unspecified)	15%	5%	16	1%	3%	-1%	-5%	i	18%
CCN(CC)CCCNC(=O)CC1Sc2ccccc2NC1=O (stereo unspecified)	9%	11%	21	7%	-5%	4%	7%	i	-4%
CSc1nc(NCC(C)O)c2c3c(sc2n1)CN(C)CC3 (stereo unspecified)	2%	0%	-23	nt	-6%	-15%	-5%	i	1%
CSc1ccccc1C(=O)N1CCN(c2ccc(F)cc2)CC1	-4%	-2%	-12	-10%	-4%	0%	4%	i	-6%
C#CCOCCOCCOCCNc1nc(N2CCN(C(=O)CCCCCCCCCCNC(=O)Cn3cc(CCCCCN)nn3)CC2)nc(N2CCN(C(=O)CCCCCCCCCCNC(=O)[C@H](CO)n3cc(CCCSC)nn3)CC2)n1	-30%	?	-72*	?	-3%	-46%	?	?	?

Random excerpt: four records from the list
SMILES	HT1080-NT tox	HT1080 IDH1KD tx	IL-1B inflam inh	ATXN2 expr inh	SW480 rerep	HepG2 tox	MCF10A rereplic	ATXN viability	KB-3-1 cytotox
O=C(NCc1ccc2c(c1)OCO2)C1CC(=O)N(CCc2ccc(F)cc2)C1 (stereo unspecified)	4%	21%	-2	31%	-5%	-48%	-15%	i	6%
CCCN1Cc2cccc(C(=O)Nc3ccc4c(c3)OCCO4)c2C1=O	19%	17%	8	3%	-2%	-8%	-4%	i	-1%
Cc1ccc(OCC(=O)N/N=C/C=C/c2ccco2)c(Br)c1	-4%	?	0	-17%	16µM*	-8%	?	i	-2%
COc1ccc(NC(=O)CN2C(=O)C(=O)c3ccccc32)c(OC)c1	nt	nt	nt	-13%	nt	-30%	nt	i	?
